# TEAD-YAP inh: TEAD-YAP interaction inhibition. HEK-TIYL cells, TEAD-Gal4/YAP UAS-luciferase luminescence. inhibition, % at 9.12 µM. 640,000 compounds, 1.4% hits. AID 1259422; in the data active means inhibition above about 32%;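 further: 0% = median of test compound wells and 100% = reference inhibitor wells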
# GPR151 ag: activates the human receptor GPR151; Q8TDV0; PathHunter beta-arrestin GPR151 cells, luminescence; activation, % at 11.2 µM; 650,000 compounds, 1% hits; AID 1508602; in the data active means activation above about 4.9%;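 further: 0% = median of compound wells and 100% = cells with positive control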
# Target sequence (Q8TDV0 whole entry, looked up): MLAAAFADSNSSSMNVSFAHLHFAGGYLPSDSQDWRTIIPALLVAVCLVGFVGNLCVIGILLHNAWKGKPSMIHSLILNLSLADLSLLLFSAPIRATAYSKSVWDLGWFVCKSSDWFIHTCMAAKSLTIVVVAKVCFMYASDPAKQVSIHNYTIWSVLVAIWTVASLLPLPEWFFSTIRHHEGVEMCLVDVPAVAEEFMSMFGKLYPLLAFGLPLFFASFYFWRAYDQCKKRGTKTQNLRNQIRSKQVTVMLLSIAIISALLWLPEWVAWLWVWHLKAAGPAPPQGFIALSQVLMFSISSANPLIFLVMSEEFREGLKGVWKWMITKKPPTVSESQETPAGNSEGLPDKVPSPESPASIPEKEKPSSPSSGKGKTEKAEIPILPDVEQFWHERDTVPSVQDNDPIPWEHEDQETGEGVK
# FBW7 activator: activators of human E3 ligase FBW7 | AlphaScreen FBW7–phospho-cyclin E peptide binding, activator screen | normalized activity (activation), % at 26.1 µM | 650,000 compounds, 0.13% hits | AID 1259310; in the data active means normalized activity above about 1.9%;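 further: purified mutant Fbw7 with reduced substrate affinity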
# MITF primary: blocks human microphthalmia-associated transcription factor. O75030. AlphaScreen MITF homodimerization, bead proximity signal. inhibition, % at 2.6 µM. 650,000 compounds, 0.91% hits. AID 1259374; in the data active means inhibition above about 50%;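 further: 0% = vehicle wells with protein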
# Target sequence (O75030 whole entry, looked up): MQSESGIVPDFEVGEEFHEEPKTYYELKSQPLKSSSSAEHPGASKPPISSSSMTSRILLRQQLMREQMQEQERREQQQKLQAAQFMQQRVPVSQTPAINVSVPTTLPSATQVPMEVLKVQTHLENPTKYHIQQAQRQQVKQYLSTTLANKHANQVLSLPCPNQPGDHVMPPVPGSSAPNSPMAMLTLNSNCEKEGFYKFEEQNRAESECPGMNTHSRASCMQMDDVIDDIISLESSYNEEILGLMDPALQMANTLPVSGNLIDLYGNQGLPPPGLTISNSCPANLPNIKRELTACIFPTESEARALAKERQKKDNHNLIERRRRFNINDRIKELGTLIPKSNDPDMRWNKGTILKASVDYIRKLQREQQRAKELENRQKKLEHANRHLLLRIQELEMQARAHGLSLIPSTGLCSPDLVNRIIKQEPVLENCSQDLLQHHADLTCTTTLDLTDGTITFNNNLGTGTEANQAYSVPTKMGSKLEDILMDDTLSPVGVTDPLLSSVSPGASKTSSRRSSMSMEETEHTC
# Active calls of the source: *; · = no result given.
# A first look (2 entries):
SMILES,TEAD-YAP inh,GPR151 ag,FBW7 activator,MITF primary
COC(=O)c1ccc(S(=O)(=O)NCc2ccco2)cc1,13,-0.4,0.1,20
COC(=O)c1ccc(NC(=O)Cn2cnc3c(nnn3Cc3ccc(C)cc3)c2=O)cc1,18,0.2,0.9,4

# The listing, previewed entries included:
SMILES,TEAD-YAP inh,GPR151 ag,FBW7 activator,MITF primary
COC(=O)c1ccc(S(=O)(=O)NCc2ccco2)cc1,13,-0.4,0.1,20
COC(=O)c1ccc(NC(=O)Cn2cnc3c(nnn3Cc3ccc(C)cc3)c2=O)cc1,18,0.2,0.9,4
CC(=O)C(C(C)=O)C1=C([N+](=O)[O-])C(=O)C(=O)c2cc(Br)ccc21,2,-1.6,0.0,-17
CC1(C2CCN(Cc3ccc4nsnc4c3)CC2)NC(=O)NC1=O (stereo unspecified),5,-0.3,0.0,9
CC(C)OCCCNC(=O)C(CCC(N)=O)NC(=O)c1ccc(F)cc1 (stereo unspecified),-7,2.4,0.1,-16
COc1cc(OC)c(OC)cc1/C=N/Nc1ccccn1,15,-0.5,-0.1,5
O=[N+]([O-])c1ccc2c(c1)S(=O)(=O)N=C2Nc1ccc(Cl)cc1,4,1.1,-0.4,-3
COc1ccc(OCC(=O)NN)cc1,-7,-0.2,-0.2,-9
O=C(CCCCCn1c(=S)[nH]c2cc3c(cc2c1=O)OCO3)NCCc1ccccc1Cl,3,-0.5,0.0,-6
CCCCNC(=O)CSc1nnc(-c2ccncc2)n1CC,1,-0.7,0.1,0
CCn1c(CNc2ccc(C)cc2)nnc1SCC(=O)Nc1cccc(F)c1,10,3.0,-0.1,-1
O=C1CC(c2ccc(Cl)cc2)CC2=C1C(c1cccs1)Nc1ccccc1N2 (stereo unspecified),11,1.2,0.1,0
Oc1ccc(/C=N/Nc2ccccc2Cl)c(O)c1O,-2,-1.4,0.5,56*
Cc1ccc(C(C)C)c(OCC(=O)OCC(N)=O)c1,11,0.3,0.3,9
O=S(=O)(Cc1ccccc1)CC1CC1(Cl)Cl (stereo unspecified),2,0.4,0.1,8
CC1CC(C)CN(C(=O)c2ccc(-n3c(=S)[nH]c4ccccc4c3=O)cc2)C1 (stereo unspecified),-4,1.4,0.1,-10
CC1(C)CC(NC2=C(Cl)C(=O)c3ccccc3C2=O)CC(C)(C)N1,9,-1.5,0.1,12
CCOC(=O)c1cc2cc(Cl)cc(Cl)c2oc1=O,3,0.1,0.1,11
CCn1c2ccccc2n2c(=O)n(CC(=O)N3CCCC3)nc12,2,1.4,0.0,-8
Cc1cnc(C)c(N2CCC(C(=O)NC3CCCC3)CC2)n1,4,-1.1,0.0,-14
COC(=O)NCc1nc2ccccc2n1Cc1ccc(C(C)C)cc1,-7,-0.3,-0.1,-6
Cc1ccc(S(=O)(=O)N(CC(=O)N2CCN(c3ccccc3)CC2)C(=O)N2CCN(C)CC2)cc1,3,0.3,0.0,5
CCCCOc1ccc(-c2nc(-c3ccc(C(=O)C(F)F)cc3)no2)cc1,7,-1.2,-0.1,3
CCOC(=O)c1ccc(S(=O)(=O)NC(C)c2ccccn2)cc1 (stereo unspecified),6,1.3,-0.2,3
O=C(CCS(=O)(=O)Cc1ccccc1)Nc1ccncc1,-3,0.2,-0.2,-4
O=C(c1ccc(CNc2nc(=S)[nH]c3ccccc23)cc1)N1CCN(C(=O)c2ccco2)CC1,1,-1.0,0.1,5
O=C1COc2cc(S(=O)(=O)CCC(=O)Nc3cccc4c3CCCC4)c(Cl)cc2N1,0,-0.1,-0.2,5
Cc1cc2c(NCCN3CCOCC3)ncnc2s1,-6,0.7,0.1,-1
COc1ccc2c(c1)C=C(CN1CCCC(CNC(=O)c3cccnc3)C1)CO2 (stereo unspecified),1,2.3,-0.1,6
CC(=O)Nc1ccc(S(=O)(=O)NCCc2cc3ccc(C)c(C)c3[nH]c2=O)cc1,9,0.8,0.0,13

# Three entries from above, sorted by length of the SMILES, largest number first.
SMILES,TEAD-YAP inh,GPR151 ag,FBW7 activator,MITF primary
O=C1CC(c2ccc(Cl)cc2)CC2=C1C(c1cccs1)Nc1ccccc1N2 (stereo unspecified),11,1.2,0.1,0
CCn1c2ccccc2n2c(=O)n(CC(=O)N3CCCC3)nc12,2,1.4,0.0,-8
Cc1cc2c(NCCN3CCOCC3)ncnc2s1,-6,0.7,0.1,-1

# Next section:
SMILES,TEAD-YAP inh,GPR151 ag,FBW7 activator,MITF primary
CCN(CC)C(=O)CC1(c2cccc(F)c2)CC(=O)N(C)C1=O (stereo unspecified),-64,-1.4,0.1,3
NC(=O)c1ccc(NC(=O)COC(=O)CC2CCCCC2)cc1,0,-1.6,0.2,9
C=CCNC(=O)Cn1cc(OC)c(=O)cc1CSc1ncccn1,-3,-0.5,-0.2,3
CC(=O)Nc1ccccc1Sc1ccc(C=O)cc1[N+](=O)[O-],1,1.8,-0.1,-5
O=C1c2ccccc2C(=O)N1CSc1nnc2c(n1)[nH]c1ccccc12,11,-0.1,-0.1,-7
CCOC(=O)c1ccccc1NC(=O)C1CCCN1C(=O)OCc1ccccc1 (stereo unspecified),0,-0.7,-0.1,5
Cc1ccc(C)c2sc(N(CCN3CCOCC3)C(=O)CCc3ccccc3)nc12,-6,-0.7,-0.5,8
CS(=O)(=O)N1CCN(c2ncnc3c2nnn3-c2cccc(F)c2)CC1,-6,0.0,0.0,-23
CCC(C)C(NC(=O)c1ccccc1NC(=O)c1ccc(OC)cc1)C(=O)N(CC)CC (stereo unspecified),-7,2.4,0.4,3
COC(=O)C1=C(NC(=O)Cc2cccs2)CCS1,4,-3.3,0.0,22
O=C(Nc1cccc(N2CCC(NCC3CCCO3)CC2)c1)c1ccncc1 (stereo unspecified),0,-1.2,-0.2,7
CSCCNCc1c(C(=O)N2CCCCC2)nc2c(C)cccn12,-1,9.0*,0.0,5
Cc1ccc(S(=O)(=O)N(CCCO)Cc2cc3cc(C)c(C)cc3[nH]c2=O)cc1,4,-0.3,0.1,-3
CC(C)Oc1ccc(C(=O)N2N=C(C(F)F)CC2(O)C(F)F)cc1 (stereo unspecified),2,0.3,0.1,-4
NNC(=O)C(=O)Nc1ccc(S(N)(=O)=O)cc1,-11,-1.9,0.2,18
CC(C)CCn1c(=O)c2sccc2n2c(CCCC(=O)NC(C)C)nnc12,3,0.8,0.1,9
CCNc1nc(OCC#N)nc(N2CCOCC2)n1,-4,-1.1,0.0,-7
N#CCOC(=O)[C@H](Cc1c[nH]c2ccccc12)NS(=O)(=O)c1ccc(Cl)cc1,6,2.4,-0.2,-3
CCN(CC)c1ccc(/C=C2/SC(N3CCCCC3)=NC2=O)cc1,-58,-0.1,0.5,11
C#CCn1c(=NC(=O)CN2C(=O)CCC2=O)sc2cccc(Cl)c21,4,3.9,-0.1,-8
Cn1ncc(Cl)c1C(=O)NC(=S)NNS(=O)(=O)c1ccccc1,3,-1.4,0.7,9
NC(=O)c1sc2nc3c(c(-c4ccco4)c2c1N)CC/C3=C\c1ccco1,1,-2.0,-0.4,117*
O=C(NCCC(c1ccccc1)c1ccccc1)C1CC12CCN(C(=O)c1cn[nH]c1)CC2 (stereo unspecified),-4,-0.6,0.4,-7
CCN1C(C(=O)c2ccccc2)=C(NC(=O)c2ccc(C)cc2)c2ccccc2S1(=O)=O,-1,-0.8,0.0,54*
CCCSc1nnc2c(n1)OC(c1cccc(F)c1)Nc1ccccc1-2 (stereo unspecified),-37,-1.4,0.0,2
COc1ccccc1N1CCN(C(=O)CN(c2cc(Cl)ccc2OC)S(=O)(=O)c2ccc(C)cc2)CC1,-4,-1.5,0.0,-5
NS(=O)(=O)c1ccc(N=Nc2ccc(O)c3ncccc23)cc1,24,-0.5,-0.6,80*
CC1CCN(CC(=O)Nc2ccc(C(=O)N3CCCCC3)cc2)CC1,-1,1.1,0.0,59*
CC(=O)c1cc2c(cc1NC(=O)Nc1cccc(Cl)c1)OCCO2,13,-1.1,0.8,12
CCNC(=O)C(=O)NCC1CCCN1S(=O)(=O)c1cccs1 (stereo unspecified),8,2.0,0.5,2
CC(=O)Nc1ccc2c(COC(=O)CC3Sc4ccccc4NC3=O)cc(=O)oc2c1 (stereo unspecified),2,-1.0,0.0,30
COc1ccc(C(=O)N[C@H](Cc2ccccc2)c2nc(-c3ccncc3)n[nH]2)cc1,-5,-1.5,0.1,8
O=C(Cn1[nH]c(=O)c2ccccc2c1=O)NCCCN1CCCC1=O,-2,0.3,0.0,-2
Cc1cccc(C(=O)N/C(=C/c2ccc(Br)cc2)C(=O)NN)c1,1,-0.6,-0.1,0
O=C(c1ccc(S(=O)(=O)Cc2ccccc2F)c([N+](=O)[O-])c1)N1CCCCCC1,10,-0.2,-0.1,9
CC(C)(Oc1ccc(Cl)cc1)C(=O)N1CCN(c2ncccn2)CC1,2,-0.3,0.1,12
CC(=O)C(C)n1c(Br)nc2c1c(=O)n(C)c(=O)n2C (stereo unspecified),-7,-0.8,0.0,1
COc1ccccc1CNc1ccc(C(=O)Nc2ccc(C)c(F)c2)cc1[N+](=O)[O-],1,0.1,0.1,-2
CC1(C)c2ccccc2N2CC(=O)N(CCCc3ccccc3)C21C (stereo unspecified),8,1.3,0.0,10
COc1cc(NC(=O)c2cnc(-c3csc4ccccc34)s2)cc(OC)c1OC,10,5.1*,-0.1,5
CC(C)c1c(C(=O)NCc2ccccn2)cnn1-c1nccc(-c2cccs2)n1,24,-0.2,-0.6,18
Cc1cc(/C=N/N2C(=O)c3ccccc3C2=O)c(C)n1C,-1,-0.2,0.0,-6
COc1ccc(-c2noc(CSc3nnc(C)n3-c3cccc(C)c3)n2)cc1,3,1.4,0.0,-5
CCOC(=O)c1c(C)c(C(=O)NCCc2ccc(OC)cc2)c(C)n1C,-4,0.1,-0.1,-4
O=C(Nc1ccc(Cl)cc1)N[C@H]1C[C@H]2C(=O)N[C@H](Cc3ccccc3)C(=O)N2C1,20,1.4,-0.2,2

# In the list so far, these have two or more sulfur atoms.
SMILES,TEAD-YAP inh,GPR151 ag,FBW7 activator,MITF primary
COC(=O)C1=C(NC(=O)Cc2cccs2)CCS1,4,-3.3,0.0,22
Cn1ncc(Cl)c1C(=O)NC(=S)NNS(=O)(=O)c1ccccc1,3,-1.4,0.7,9
CCNC(=O)C(=O)NCC1CCCN1S(=O)(=O)c1cccs1 (stereo unspecified),8,2.0,0.5,2
COc1cc(NC(=O)c2cnc(-c3csc4ccccc34)s2)cc(OC)c1OC,10,5.1*,-0.1,5

# Further results follow:
SMILES,TEAD-YAP inh,GPR151 ag,FBW7 activator,MITF primary
Cc1ccc(N(CC(=O)NCC2CCCO2)C(=O)CCC(=O)Nc2cc(C)on2)cc1 (stereo unspecified),1,0.2,0.0,6
CCCCOc1ccc2c3c(c(=O)oc2c1C)CCC3,-12,0.2,-0.1,9
COCCNC(=O)COc1ccc(Cl)c(C)c1,3,0.3,0.0,-6
COc1ccccc1N1CCN(C(=O)CN(c2ccc(Br)cc2)S(=O)(=O)c2ccccc2)CC1,-5,0.3,-0.1,-6
Cc1ccc(NC(=O)CCCCCC(=O)Nc2ccccc2N)cc1,·,0.1,·,-5
COc1ccc(CNCc2ccccc2[N+](=O)[O-])cc1,-2,-0.8,0.0,35
Cc1ccc(C(=O)O/N=C(\N)Cc2ccc([N+](=O)[O-])cc2)c(Cl)c1,12,-0.3,0.0,1
Cc1nn(C(C)C(=O)NCCCOC(C)C)c(=O)c2cc3sccc3n12 (stereo unspecified),-1,-0.3,0.0,-1
CCOc1ccc(NC(C)C(=O)N/N=C/c2ccc(Cl)cc2)cc1 (stereo unspecified),7,1.6,-0.1,-14
O=C(NCC1CCC2(CCN(Cc3ccccn3)CC2)O1)c1ccc(N2CCCC2)cc1 (stereo unspecified),5,0.1,0.2,15
O=C(N/N=C/c1cccc(F)c1)c1cccs1,-72,-4.4,0.2,3
COC(=O)c1ccc2c(=O)n(CC3COc4ccccc4O3)c(=S)[nH]c2c1 (stereo unspecified),1,-0.4,0.0,6
COc1ccc(CCNC(=O)CN(c2cc(Cl)ccc2Cl)S(C)(=O)=O)cc1,5,1.2,-0.1,4
COc1ccccc1OCC(=O)NCCc1ccsc1,-21,1.1,-0.2,-1
COc1ccc(OCC(=O)N/N=C(\C)CC(=O)Nc2ccc(Cl)cc2)cc1,7,0.8,-0.1,2
O=[N+]([O-])c1ccc(CSc2nc3ccccc3o2)cc1,-40,-1.0,-0.1,-5
Cc1cccc(OCC(O)CN2CCN(c3ccccn3)CC2)c1 (stereo unspecified),13,0.2,0.0,2
CC(C)C[C@@H]1NC(=O)[C@@H]2C[C@H](NC(=O)c3ccc(F)cc3)CN2C1=O,9,-0.7,0.4,18
Cc1cc(C)n2nc(CNC(=O)Nc3ccc(F)cc3)nc2n1,-6,0.4,0.1,-2
CC(c1ccco1)N(CCN(C)C)C(=O)Nc1ccccc1 (stereo unspecified),7,0.7,0.0,7
COc1cccc(-c2nnc(SCC(C)=O)n2C)c1,10,-0.8,0.9,21
Cc1nc2cc([N+](=O)[O-])ccc2n1-c1ccccc1,-17,-1.6,-0.1,1
CC1=C(C(=O)OCc2ccccc2)C(c2ccc(O)cc2)NC(=O)N1 (stereo unspecified),-6,-0.5,-0.2,-2
O=C(NCCc1nc2ccccc2[nH]1)c1cc([N+](=O)[O-])ccc1Cl,2,-1.2,0.1,5
Cc1ccc(C2C3=C(CCCC3=O)N=C3c4ccccc4C(=O)C32)cc1 (stereo unspecified),10,1.3,-0.2,11

# Single records, from the list above. Screens in order: TEAD-YAP inh	GPR151 ag	FBW7 activator	MITF primary
# Cc1cc(C)n2nc(CNC(=O)Nc3ccc(F)cc3)nc2n1 in the list: -6	0.4	0.1	-2
# CC1=C(C(=O)OCc2ccccc2)C(c2ccc(O)cc2)NC(=O)N1 (stereo unspecified) in the list: -6	-0.5	-0.2	-2
# COc1cccc(-c2nnc(SCC(C)=O)n2C)c1 in the list: 10	-0.8	0.9	21

# Screening data: PubChem BioAssay, The Scripps Research Institute Molecular Screening Center

# Rows were taken by chance. Share with any hit: about 3.4%.
